# Screening data: PubChem BioAssay, Sanford-Burnham Center for Chemical Genomics
# SENP7 block – SENP7 protease inhibitors, primary screen, biochemical, luminescence, uHTS; recombinant SENP7, Z-RLRGG-aminoluciferin luminescence, 40 min; inhibition, % at 5 µM; 330,000 tested, 1.5% active; Sentrin-specific protease 7 (Homo sapiens), Q9BQF6;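 active = inhibition above about 50% at the single test dose, limit read from the data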;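 note: plate controls were DMSO with enzyme for no effect and no enzyme buffer wells for full effect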
# Target sequence (Q9BQF6 706-1050 limits assumed): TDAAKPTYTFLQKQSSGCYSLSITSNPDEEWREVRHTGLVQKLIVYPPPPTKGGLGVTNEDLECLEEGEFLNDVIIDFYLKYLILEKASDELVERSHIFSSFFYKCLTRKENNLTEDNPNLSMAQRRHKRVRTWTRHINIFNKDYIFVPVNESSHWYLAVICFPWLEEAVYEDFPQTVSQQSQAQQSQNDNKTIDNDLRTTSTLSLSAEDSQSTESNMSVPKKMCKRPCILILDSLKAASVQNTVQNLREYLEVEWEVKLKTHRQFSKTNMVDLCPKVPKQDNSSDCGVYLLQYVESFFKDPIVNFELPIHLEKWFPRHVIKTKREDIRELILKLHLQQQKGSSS
# Apaf1 inhib – inhibitors of human Apaf-1 apoptosome, primary screen, biochemical, DEVD-Rh110 fluorescence, uHTS. Apoptotic protease-activating factor 1 (Homo sapiens), O14727. reconstituted apoptosome caspase-3 activity. 330,000 tested, 0.71% active. inhibition, % at 20 µM; active = inhibition of at least 40% at 20 µM;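 note: plate controls were DMSO wells for no effect and DEVD-CHO caspase inhibitor wells for full effect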
#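 Material: reconstituted apoptosome with Apaf-1, cytochrome c, caspase-9, procaspase-3, dATP; medium: pH 7.5 Hepes buffer with CHAPS, BSA, DTT; also added: cytochrome c and DEVD-Rh110 substrate; timing: 30 min plus 50 min, RT; signal: Rh110 fluorescence intensity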
# NALP3 yeast inh – NALP3 inflammasome inhibitors in reconstituted yeast, primary screen, luminescence, uHTS. Yeast reconstituted NLRP3/ASC/caspase-1, beta-gal luminescence, 24 h. inhibition, % at 10 µM. 330,000 tested, 0.39% active. AID 2825, 2010;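 active = inhibition of 50% or more; inactive = inhibition below 50%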;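 note: plate controls were induced DMSO wells for no effect and uninduced yeast grown without galactose for full effect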
# SENP8 block-1 – SENP8 protease inhibitors, primary screen, biochemical, luminescence; Sentrin-specific protease 8 (Homo sapiens), Q96LD8; purified SENP8, Z-RLRGG-aminoluciferin cleavage; inhibition, % at 10 µM; 330,000 tested, 1.2% active; AID 2540, 2010; in the data active = inhibition above about 50%
# Target sequence (Q96LD8 whole entry, looked up): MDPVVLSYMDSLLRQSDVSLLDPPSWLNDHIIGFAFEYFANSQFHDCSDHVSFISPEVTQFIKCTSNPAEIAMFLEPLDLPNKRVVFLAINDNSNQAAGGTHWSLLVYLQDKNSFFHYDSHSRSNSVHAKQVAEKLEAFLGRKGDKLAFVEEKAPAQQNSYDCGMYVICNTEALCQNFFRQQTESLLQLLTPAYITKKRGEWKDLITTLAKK
# PfG6PD inh – PfG6PD enzyme inhibitors, primary screen, biochemical, fluorescence intensity, uHTS | glucose-6-phosphate dehydrogenase-6-phosphogluconolactonase (Plasmodium falciparum 3D7) | PfGluPho enzyme, NADPH resazurin-diaphorase fluorescence | inhibition, % at 20 µM | 350,000 tested, 0.78% active | AID 504690, 2011;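 active = inhibition reaching at least a set limit at 20 µM in the primary screen, cut at about 59% in these data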;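 note: 0% = DMSO wells with substrate and 100% = DMSO wells lacking glucose-6-phosphate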
# HKDC1 inh – HKDC1 hexokinase inhibitors, primary screen, biochemical, fluorescence, uHTS; recombinant HKDC1, G6PDH/diaphorase resazurin coupled fluorescence; Q2TB90; inhibition, % at 20 µM; AID 493160, 2011; 340,000 tested, 0.16% active;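 active = inhibition above about 35% when tested at 20 µM, limit read from the data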;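 note: plate controls were DMSO wells with enzyme for no effect and DMSO wells lacking enzyme for full effect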
#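 Test system: HK5 enzyme. Quantity: 5 µg/mL HK5 final. Reagent: glucose and ATP substrates. Schedule: 90 min reaction incubation at room temperature, dark. Technique: resazurin-to-resorufin fluorescence via G6PDH and diaphorase coupling, 525/613 nm. Control set: DMSO wells with and without enzyme mix.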
# SENP1 inh – human SENP1 catalytic domain inhibitors, primary screen, biochemical, FRET, uHTS | Sentrin-specific protease 1 (Homo sapiens), Q9P0U3 | recombinant SENP1 catalytic domain, CyPet-SUMO1-YPet FRET cleavage | inhibition, % at 10 µM | 360,000 tested, 0.21% active | AID 624204, 2012;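 active = inhibition at least 30% at 10 µM, raw YFP signal under a set limit, fluorescence ratio 0.5 to 1.5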;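 note: 0% = enzyme with DMSO and 100% = no enzyme wells; some results filed as inactive read as strong as hits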
# Target sequence (Q9P0U3 419-644 limits assumed): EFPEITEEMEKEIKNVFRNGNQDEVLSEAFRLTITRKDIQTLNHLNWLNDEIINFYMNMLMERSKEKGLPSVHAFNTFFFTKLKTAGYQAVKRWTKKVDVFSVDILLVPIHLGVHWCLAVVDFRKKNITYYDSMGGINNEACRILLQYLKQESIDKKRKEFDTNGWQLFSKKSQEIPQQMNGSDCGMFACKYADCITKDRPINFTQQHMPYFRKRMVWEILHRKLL
#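 Test system: recombinant human SENP1 catalytic domain, His6-tagged / Medium: pH 8 Tris buffer with EDTA, NaCl, BME, BSA, NP40, catalase / Also added: SUMO1 FRET substrate flanked by Cypet and Ypet, 25 nM / Times: 50 min reaction at room temperature / Signal: FRET, CFP and YFP emission / Control set: no-enzyme low control and enzyme-plus-DMSO high control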
# SENP8 block-2 – human SENP8 protease inhibitors, primary screen, biochemical, fluorescence, Nedd8 protein substrate, uHTS | Sentrin-specific protease 8 (Homo sapiens), Q96LD8 | recombinant SENP8 | inhibition, % at 20 µM | 360,000 tested, 0.64% active | AID 602440, 2012; in the data active = inhibition mostly above about 40%, no sharp cut-off; inactive = mostly below about 27%
# SENP6 block – SENP6 protease inhibitors, primary screen, biochemical, luminescence, uHTS. Sentrin-specific protease 6 (Homo sapiens), Q9GZR1. Recombinant SENP6 catalytic domain, aminoluciferin luminescence. inhibition, % at 10 µM. 330,000 tested, 1.8% active;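 active = inhibition above about 50% at the single tested dose, limit read from the data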;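 note: plate controls were DMSO wells with enzyme for no effect and DMSO wells lacking enzyme for full effect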
# An asterisk follows results filed as active; i = inactive; x = not tested or not shown; & = joins results of further samples.
entry	mol	SENP7 block	Apaf1 inhib	NALP3 yeast inh	SENP8 block-1	PfG6PD inh	HKDC1 inh	SENP1 inh	SENP8 block-2	SENP6 block
1	CC(/C=C/c1ccccc1F)=N\NC(=O)c1cccc(F)c1	-1	-4	29	-13	-5	-4	0	3	-17
2	OC1CCNC(=S)N1c1ccccc1 (stereo unspecified)	-7	-2	1	-3	3	-7	-13	11	-22
3	COc1ccc(-c2cc(C(=O)N(C)Cc3nc4ccccc4c(=O)[nH]3)c3ccccc3n2)cc1OC	-10	18	-1	-5	18	-5	-4	i	2
4	CCN(CC(=O)Nc1ccccc1C(=O)Nc1ccccc1)Cc1nc2ccccc2c(=O)[nH]1	3	-9	3	9	1	-1	2	-26	-9
5	O=C1[C@@H](Oc2ccccc2)[C@@H](c2cnc3ccccc3c2)N1c1ccccc1	8	21	x	x	12	26	1	7	x
6	COc1ccc(C(=O)C2CCCN(Cc3cccn3-c3ccccn3)C2)c(C)c1 (stereo unspecified)	4	-5	18	3	6	-11	0	14	9
7	CCOC(=O)C1=C(C(F)(F)F)Nc2ncnn2C1c1cccc(OC)c1OC (stereo unspecified)	8	15	-3	-9	-13	-6	-1	-14	-14
8	CNc1oc(Cc2cccc3ccccc23)nc1C#N	-4	-6	27	-9	-6	9	-11	-1	-4
9	CCCCC(CCC(=O)O)(C(=O)OCC)c1csc(Nc2ccc(OCC)cc2)n1 (stereo unspecified)	-4	14	-4	-11	18	0	0	7	-27
10	Cc1cc(C)c(C)c(OCCOCCNCc2ccccc2)c1	-8	3	23	-8	32	-8	2	10	1
11	CCCN(C(=O)c1ccc(OCC(C)C)cc1)c1c(N)n(Cc2ccccc2)c(=O)[nH]c1=O	7	6	-16	0	-4	2	-2	1	-20
12	Cc1c(Br)cc(-c2nnco2)cc1Br	6	-13	-59	-1	12	-2	1	10	-11
13	O=C(CNC(=O)c1cccs1)OCC(=O)c1ccccc1	2	-2	5	0	-7	4	2	7	-14
14	Cc1c(CCO)c(=O)n(-c2ccccc2)n1S(=O)(=O)c1ccc([N+](=O)[O-])cc1	0	3	5	8	19	10	1	8	6
15	Cc1ccsc1/C=C(\C#N)C(=O)NCCCN1CCOCC1	-3	-3	8	-4	10	-4	2	32	8
16	Cc1ccc(N(C(=O)c2sc(C)nc2C)C(C(=O)NCc2ccco2)c2ccccc2)cc1 (stereo unspecified)	8	-1	23	-10	1	-6	1	4	-26
17	Cc1c(-c2ccccc2)c(=O)oc2cc(O)ccc12	0	-2	11	8	-5	-3	-32	-398	19
18	COc1cc(SC)ccc1C(=O)NNC(=O)C1COc2ccccc2O1 (stereo unspecified)	6	2	11	-8	-20	-4	2	-50	-14
19	Cc1nc(-c2ccc(NS(=O)(=O)c3ccccc3)cc2)cs1	-5	5	6	-9	0	-1	2	3	-6
20	CSC1=N/C(=C/c2ccc(-n3cncn3)cc2)C(=O)N1	5	-12	-1	1	-8	6	-72	-371	-2
21	COc1ccc(CC2=CC(=O)c3ccccc3C2=O)cc1	-8	50*	28	-17	85*	29	16	-414	5
22	COc1ccc(NS(=O)(=O)c2cc(NC(=O)c3cnc(C)cn3)ccc2N2CCCC2)cc1	7	14	-5	10	9	1	-4	23	-5
23	CN(CC(=O)Nc1ccc(F)cc1)C(=O)c1ccc(N2C(=O)CCC2=O)cc1	9	-4	7	-2	5	-6	1	15	-6
24	Cc1c(C(=O)NN2CCOCC2)oc2ccccc12	-4	0	8	-1	-1	6	0	7	-24
25	CC(Oc1ccccc1F)C(=O)NNC(=O)c1cc2ccccc2o1 (stereo unspecified)	-6	-5	10	8	-9	-6	0	15	5
26	O=[N+]([O-])c1cccc(SSc2cccc([N+](=O)[O-])c2)c1	x	x	x	x	115*	1	1	-18	x
27	COc1ccc(C(=O)NC(=S)NNC(=O)CCc2ccccc2)cc1	-8	-27	33	3	-20	-13	2	10	-21
28	COc1ccc(NC(=O)C(=O)N2N=C3CCCCC3C2(O)C(F)(F)F)cc1 (stereo unspecified)	5	1	6	-1	-7	-11	0	17	-23
29	Cc1cc(C)c(NC(=O)CNC(=O)c2ccc(-n3cncn3)c([N+](=O)[O-])c2)c(C)c1	-3	4	4	2	4	-7	0	5	5
30	Cc1ccc(CSc2nnc(SCC(=O)N/N=C/c3ccccc3OCC(=O)O)s2)cc1	22	-5	11	60*	-6	2	-2	18	88*
31	Oc1ccc(/C=N/Nc2ccc(C(F)(F)F)cn2)c(O)c1	-1	7	30	5	x	x	5	-63	21
32	COc1cccc(CNC(=O)c2ccccc2-c2ccccc2)c1	-2	14	38	-13	3	-4	1	2	-13
33	CC(C)OC(=O)C1C2C=CC3(CN(C(C)c4ccc(Br)cc4)C(=O)C13)O2 (stereo unspecified)	3	-5	0	-4	2	-3	3	6	-11
34	O=C(OCc1nc2ccccc2s1)c1cccc(N2C(=O)CCC2=O)c1	-4	-18	2	2	-6	-3	2	13	1
35	COC(=O)N1C(=O)[C@](Cc2ccccc2)(c2ccccc2)N1C(=O)OC	9	9	10	-11	-5	4	4	16	-10
36	Cc1cnc(C(=O)NCC(c2ccccc2)c2ccccc2)cn1	-4	4	48	-4	-19	-4	2	15	3
37	Nc1ccccc1SCc1c(Cl)cccc1Cl	-2	6	38	-13	-3	5	2	20	-23
38	COc1ccc(/C=N/NC(=O)CNc2n[nH]c(=O)[nH]c2=O)cc1OC	-3	-10	11	-11	1	-1	3	7	-19
39	CCn1c(=O)c2sccc2n(Cc2cc(C(=O)OC)ccc2OC)c1=O	6	4	14	7	3	-3	-1	28	-1
40	O=C(Nc1cccnc1Cl)c1ccc2c(Cl)c3c(nc2c1)CCC3	x	x	x	x	2	-1	0	6	x
41	Cn1nc(Oc2nc(N3CCOCC3)nc(N3CCOCC3)n2)ccc1=O	1	-19	8	-2	1	-7	0	12	-5
42	CC(NC(=O)Cc1ccc(F)cc1)c1ccc(F)cc1 (stereo unspecified)	2	-15	2	-10	-3	4	-2	10	-11
43	Nc1c(N(CCC2=CCCCC2)C(=O)Cc2ccccc2F)c(=O)[nH]c(=O)n1Cc1ccccc1	5	8	2	0	-19	-3	-10	-5	4
44	CSCCC(NC(=O)c1ccccc1)C(=O)NCC(C)(C)N1CCOCC1 (stereo unspecified)	-7	-3	22	-10	-4	-7	2	19	-13
45	COc1cc2nc(SCC(=O)c3ccc(Br)cc3)n3nc(C)nc3c2cc1OC	-6	-9	23	-11	-8	0	-4	12	-9
46	Oc1oc(-c2ccccc2)nc1/C=N/c1nccs1	-8	-12	15	-24	-1	5	-5	-24	-15
47	CN(C)C(=O)N1CCC(C(=O)NCC2CCCO2)CC1 (stereo unspecified)	7	-7	1	-2	0	9	1	10	-4
48	COc1ccc(/C(C)=N/Nc2cc(C(F)(F)F)ccc2Cl)c(OC)c1	0	9	10	-4	x	x	x	x	-2
49	COC(=O)C1=C(C)N(c2ccc(OC)cc2)C(=O)/C1=C\c1cccs1	4	9	19	3	9	-5	2	20	-2
50	O=C(CSc1nnc(SCc2ccccc2)s1)N/N=C/c1ccc(Cl)cc1Cl	-2	15	8	-16	-4	-12	-3	12	0

# Remaining list, next part
entry	mol	SENP7 block	Apaf1 inhib	NALP3 yeast inh	SENP8 block-1	PfG6PD inh	HKDC1 inh	SENP1 inh	SENP8 block-2	SENP6 block
51	Cc1ccccc1C(OCCN(C)C)c1ccccc1 (stereo unspecified)	-5&-5	-10&14	-14&2	15&-10	-13&-4	0&-11	-1&0	18&0	-11&-14
52	Cc1ccc(OCc2nnc(SCC(=O)NCc3ccccc3)n2C)cc1	0	-9	-2	5	-4	-9	-1	11	10
53	CCCCn1c(SCC(=O)NC2CCCC2)nnc1-c1ccco1	3	-2	12	2	-12	-9	-1	8	0
54	COC(=O)c1cnc(NNS(=O)(=O)c2ccc(C(F)(F)F)cc2)nc1C(F)(F)F	3	-7	7	8	25	-2	1	7	7
55	CC(C)C[C@@]12C(=O)N(c3cccc(F)c3)C(=O)N1[C@H](c1ccc(Cl)cc1)[C@@H]1C(=O)N(C3CCCCC3)C(=O)[C@@H]12	4	-4	7	5	5	0	2	12	4
56	O=C(O)Cc1nn(Cc2ccc(Cl)cc2)c(=O)c2ccccc12	7	15	8	10	16	-3	0	10	-2
57	CCOC(=O)Cn1nc(-c2ccccc2)c(-c2ccccc2)nc1=O	-15	14	9	-9	2	-1	0	-13	-24
58	COc1ccc(N=C2NC(=O)/C(=C/c3ccc(O)c(OC)c3)S2)cc1	-5	11	-5	-14	-9	8	36	-80	-22
59	O=C(CC12CC3CC(CC(C3)C1)C2)N/N=C/c1ccncc1	4	-2	19	12	-5	-7	1	1	23
60	O=C(/C=C/Nc1ccc(F)cc1F)c1ccc(Br)cc1	67*	-7	21	0	-1	4	-101	-64	16
61	COC1=C(N2CCOCC2)C(=O)c2ccccc2C1=O	20	66*	13	17	27	18	2	15	45
62	COc1ccc(NS(=O)(=O)c2ccc3[nH]c(=O)[nH]c3c2)cc1OC	-8	-6	4	-10	-2	-6	0	16	-6
63	COC(=O)c1ccc2c(c1)NC(=O)C(N1CCCC1)S2 (stereo unspecified)	-12	9	12	-4	10	-9	-4	7	-13
64	CCC(CC)C(=O)Nc1nc(-c2ccc3c(c2)CCN3C(=O)C2CC2)c(C)s1	-4	8	4	5	0	-9	-8	-410	8
65	Cc1nn(C(=O)c2ccco2)c(C)c1Sc1ccc([N+](=O)[O-])cc1	0	4	17	0	-1	-5	2	30	-8
66	COC(=O)c1cc(COC(=O)c2ccc3ccccc3n2)oc1C	-1	9	7	-3	-1	5	0	10	-1
67	CSc1nc(-c2ccccc2)nn1C(=O)c1ccc(Cl)cc1	-1	0	11	-7	2	0	-1	15	-16
68	Cc1cccc(CCNC(=O)C2CCCN(c3cnccn3)C2)c1 (stereo unspecified)	-5	-7	10	-8	-2	-2	2	-424	-9
69	Cc1cccc(NS(=O)(=O)c2cccc([N+](=O)[O-])c2)n1	2	-8	21	1	0	-11	1	9	-19
70	CCOc1ccc(CCNC(=O)COC(=O)Cc2ccc(OC)c(OC)c2)cc1OCC	5	2	4	3	3	-1	3	13	-16
71	COc1ccccc1N1CCN(C(=O)COc2ccc(Cl)cc2Br)CC1	0	28	19	-6	-2	1	2	17	10
72	COc1ccc(S(=O)(=O)Nc2ccccc2)cc1	3	-5	6	6	2	-3	1	7	0
